# Screening results from PubChem BioAssay.
# FBW7 act = activators of human E3 ligase FBW7 | actives 0.13% (n = 650,000) | normalized activity (activation), % at 26.1 µM | AlphaScreen FBW7–phospho-cyclin E peptide binding, activator screen; in the data active = normalized activity above about 1.9%;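 note: purified mutant Fbw7 with reduced substrate affinity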
# TEAD-YAP inh = TEAD-YAP interaction inhibition. HEK-TIYL cells, TEAD-Gal4/YAP UAS-luciferase luminescence. inhibition, % at 9.12 µM. actives 1.4% (n = 640,000); in the data active = inhibition above about 32%;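 note: 0% = median of test compound wells and 100% = reference inhibitor wells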
# MITF primary = inhibitors of human MITF; O75030; AlphaScreen MITF homodimerization, bead proximity signal; inhibition, % at 2.6 µM; actives 0.91% (n = 650,000); in the data active = inhibition above about 50%;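 note: 0% = vehicle wells with protein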
# Target sequence (O75030 whole entry, looked up): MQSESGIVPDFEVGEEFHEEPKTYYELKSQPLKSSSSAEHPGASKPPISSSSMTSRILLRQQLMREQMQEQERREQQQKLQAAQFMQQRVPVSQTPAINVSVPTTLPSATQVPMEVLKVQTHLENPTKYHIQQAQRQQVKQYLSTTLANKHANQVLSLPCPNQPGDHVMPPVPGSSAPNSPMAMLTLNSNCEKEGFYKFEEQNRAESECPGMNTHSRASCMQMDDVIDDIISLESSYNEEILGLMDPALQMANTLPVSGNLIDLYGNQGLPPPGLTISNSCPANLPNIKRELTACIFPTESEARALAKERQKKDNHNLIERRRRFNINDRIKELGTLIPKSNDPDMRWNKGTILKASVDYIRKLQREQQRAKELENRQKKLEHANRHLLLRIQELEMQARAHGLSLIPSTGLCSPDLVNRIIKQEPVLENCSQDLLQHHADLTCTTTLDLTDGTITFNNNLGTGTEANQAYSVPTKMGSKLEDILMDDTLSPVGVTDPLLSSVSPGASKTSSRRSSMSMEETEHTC
# GPR151 activ = human GPR151 activation | Q8TDV0 | PathHunter beta-arrestin GPR151 cells, luminescence | activation, % at 11.2 µM | actives 1% (n = 650,000); in the data active = activation above about 4.9%;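 note: 0% = median of compound wells and 100% = cells with positive control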
# Target sequence (Q8TDV0 whole entry, looked up): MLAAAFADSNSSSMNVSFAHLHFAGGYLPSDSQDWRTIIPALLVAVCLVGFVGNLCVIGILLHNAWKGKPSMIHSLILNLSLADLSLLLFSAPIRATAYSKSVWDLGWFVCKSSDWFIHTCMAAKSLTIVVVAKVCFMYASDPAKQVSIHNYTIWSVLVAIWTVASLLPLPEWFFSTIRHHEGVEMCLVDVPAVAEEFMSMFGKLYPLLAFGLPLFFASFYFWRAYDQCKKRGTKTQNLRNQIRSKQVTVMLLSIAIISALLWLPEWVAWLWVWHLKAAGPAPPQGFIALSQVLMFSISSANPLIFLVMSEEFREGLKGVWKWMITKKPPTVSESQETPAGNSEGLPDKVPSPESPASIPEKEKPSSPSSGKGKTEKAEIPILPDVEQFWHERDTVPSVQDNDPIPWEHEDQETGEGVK
# Active calls of the source: *; . = no result given.
Molecule,FBW7 act,MITF primary,GPR151 activ,TEAD-YAP inh
CC(C)C[C@H]1C(=O)N2CCN(C(=O)Oc3ccc(F)cc3)C[C@@H]2C(=O)N1C,0.2,18.7,0.2,-3.1
CCC1CN(CCC(=O)NCC2CCN(C(C)C)CC2)Cc2ccc(Cl)cc2O1 (stereo unspecified),-0.1,-4.3,-0.5,9.1
CCCNC(=O)C1CCN(C(=O)N2CC(C)Oc3ccc(Cl)cc32)CC1 (stereo unspecified),0.1,-2.5,11.0*,6.1
CC(=O)c1cccc(-c2nc(NCCN(C(C)C)C(C)C)c3ncn(CCN4CCCC4=O)c3n2)c1,0.0,4.9,0.2,1.0
O=C(CSc1nc2cccnc2n1-c1ccc(F)cc1)NC1CCCC1,0.2,6.2,-0.4,10.3
O=C(NCc1noc2ccccc12)N1CCC(c2ccccc2)C1 (stereo unspecified),-0.4,6.7,1.7,-14.8
O=C1c2cccnc2C(=O)N1Cc1ccc(S(=O)(=O)NCc2ccccc2Cl)cc1,0.8,18.5,-0.7,4.6
O=[N+]([O-])c1ccc(-c2cn(-c3ccc(F)cc3)c(=S)[nH]2)cc1,-0.1,2.2,-0.1,-14.7
COc1cc(S(=O)(=O)NC2CCCCC2)ccc1F,0.0,1.3,-0.6,0.7
CCCCNC(=O)c1cccc(NC(=O)C(=O)c2ccccc2NC(C)=O)c1,0.0,3.8,-0.9,1.2
CC(C)c1ccc(NC(=O)Cc2ccc(NC3=NC4CS(=O)(=O)CC4S3)cc2)cc1 (stereo unspecified),-0.2,-2.6,0.7,-7.9
Cc1ccc2c(c1)NC(=S)CC(c1ccccc1)=N2,0.0,10.1,-0.6,-3.6
Cc1cc(C)c(S(=O)(=O)N2CCCC2)cc1S(=O)(=O)c1ccc(Br)cc1,-0.1,8.0,2.8,4.0
Cc1ccccc1CN1CCCC(CO)C1 (stereo unspecified),0.2,7.7,0.3,7.1
COC(CNC(=O)c1c(O)nc2cc(C)ccn2c1=O)OC,0.2,6.3,-0.5,-2.1
COC1=C(Nc2cccc(C(F)(F)F)c2)C(=O)c2ccccc2C1=O,-0.8,21.7,0.5,-4.0
COc1ccc(Cl)cc1NC(=O)NNC(=O)c1cc2occc2[nH]1,0.1,3.6,-0.5,-31.1
CC(C)c1c(C#N)c(N)nc(SCC(=O)c2ccc(-c3ccccc3)cc2)c1C#N,-0.1,-0.2,1.0,-6.4
CC1CCN(c2nc3c(c(=O)[nH]2)CN(Cc2cn(CC(=O)O)c4ccccc24)CC3)CC1,0.2,6.7,0.3,4.2
CCOC(=O)c1sc(N2C(=O)C(O)=C(C(=O)c3ccco3)C2c2cccc(Br)c2)nc1C (stereo unspecified),-0.1,28.3,-2.2,-10.3

# Full records from above:
# CC(=O)c1cccc(-c2nc(NCCN(C(C)C)C(C)C)c3ncn(CCN4CCCC4=O)c3n2)c1 as listed: FBW7 act: 0.0; MITF primary: 4.9; GPR151 activ: 0.2; TEAD-YAP inh: 1.0
# O=[N+]([O-])c1ccc(-c2cn(-c3ccc(F)cc3)c(=S)[nH]2)cc1 as listed: FBW7 act: -0.1; MITF primary: 2.2; GPR151 activ: -0.1; TEAD-YAP inh: -14.7

# Carrying on.
Molecule,FBW7 act,MITF primary,GPR151 activ,TEAD-YAP inh
COc1ccc(-n2nc3c(c2NC(=O)COc2ccc4ccccc4c2)CSC3)cc1,0.7,7.7,-2.6,0.5
Cc1ccc(S(=O)(=O)Nc2cccnc2)cc1[N+](=O)[O-],-0.1,9.6,0.1,7.5
COc1ccc(CN2CCN(Cc3ccsc3)CC2CCO)c(F)c1 (stereo unspecified),0.1,8.2,-0.7,-9.2
CC(C(=O)OCC(=O)c1ccccc1)N1C(=O)c2cc(Cl)c(Cl)cc2C1=O (stereo unspecified),0.0,2.4,0.6,1.5
CCN(C(=O)COC(=O)Cn1[nH]c(=O)c2ccccc2c1=O)C1=CCCCC1,-0.2,-0.9,0.9,5.9
O=[N+]([O-])c1ccc(C2(O)NN=C3CCCCCN32)cc1 (stereo unspecified),0.0,-15.0,-2.0,4.7
Cc1cc(C)c(OCC(=O)Nc2ccc(I)cc2)c([N+](=O)[O-])c1,-0.1,7.3,2.0,0.0
CCOc1ccc2c(c1)oc(=O)c1ccccc12,-0.1,12.2,-0.3,-31.3
COc1ccc(CC(=O)Nc2ccc(S(=O)(=O)Nc3c(C)cc(C)cc3C)cc2)cc1,0.0,8.9,-0.3,-1.2
O=C1N[C@@H](COCc2ccccc2)C(=O)N2C[C@@H](NCc3ccccc3Cl)C[C@@H]12,0.3,9.5,-1.1,14.9
CC(C)c1nc(SCC(=O)Nc2ccc(C#N)cc2)n[nH]1,0.3,4.6,0.3,-7.0
COc1cccc(CNc2nc(C)c(-c3ccn(CCN4CCCC4)n3)s2)c1OC,-0.1,-0.5,-0.1,-10.0
CCCCN(C)C(=O)CC[C@H]1CN(Cc2ccncc2)CC[C@H]1N1CCOCC1,0.0,13.6,-2.2,1.1
COc1ccc(NC(=S)NN2CCOCC2)cc1OC,-0.1,-11.6,13.9*,-3.8
CCCCN(C(=O)c1cc2c(s1)CCCCC2)c1c(N)n(CCC)c(=O)[nH]c1=O,-0.1,5.5,0.3,-1.2
O=c1[nH]c(-c2ccc(-c3cccc([N+](=O)[O-])c3)o2)nc2sc3c(c12)CCCC3,0.0,1.3,-0.7,8.8
O=C(NCc1ccccc1)c1cc(N2CCCC2CO)nc2ccccc12 (stereo unspecified),0.2,3.6,1.1,-5.6
Oc1ccccc1-c1nc(N2CCOCC2)c2ccccc2n1,0.6,13.1,0.1,18.9
CCc1ccc(N(CC(=O)NC2CCCCC2)S(C)(=O)=O)cc1,0.0,23.0,-1.6,-7.6
CCOCCCNC(=O)CN1CCC(NC(=O)C23CC4CC(CC(C4)C2)C3)CC1,0.0,3.0,1.6,0.4

# Part of the list above in order of SMILES length, rising.
Molecule,FBW7 act,MITF primary,GPR151 activ,TEAD-YAP inh
COc1ccc(CN2CCN(Cc3ccsc3)CC2CCO)c(F)c1 (stereo unspecified),0.1,8.2,-0.7,-9.2
COc1cccc(CNc2nc(C)c(-c3ccn(CCN4CCCC4)n3)s2)c1OC,-0.1,-0.5,-0.1,-10.0
CCOCCCNC(=O)CN1CCC(NC(=O)C23CC4CC(CC(C4)C2)C3)CC1,0.0,3.0,1.6,0.4
CC(C(=O)OCC(=O)c1ccccc1)N1C(=O)c2cc(Cl)c(Cl)cc2C1=O (stereo unspecified),0.0,2.4,0.6,1.5
O=C1N[C@@H](COCc2ccccc2)C(=O)N2C[C@@H](NCc3ccccc3Cl)C[C@@H]12,0.3,9.5,-1.1,14.9

# (further entries)
Molecule,FBW7 act,MITF primary,GPR151 activ,TEAD-YAP inh
COc1ccc2c(C)cc(=O)oc2c1C(C)=O,0.0,8.2,-0.4,10.8
Cc1ccc(NC(=O)Cn2ncc3ccccc32)c(C)c1,-0.1,-1.4,1.1,-1.8
N#Cc1c(SCc2ccc(F)cc2)nsc1SCc1ccc(F)cc1,0.0,3.6,0.3,-1.6
CCOc1ccccc1N(C)c1c(-c2ccccc2)c(=O)c1=O,-0.2,-2.4,-1.4,-5.6
O=C(CC(NCCN1CCOCC1)C(=O)O)Nc1cccc(Cl)c1 (stereo unspecified),0.0,8.5,1.5,1.3
O=C(NCCCN1CCCC1=O)c1ccc2c(=O)n(Cc3cccc(Br)c3)c(=S)[nH]c2c1,0.0,-17.3,-0.8,-7.1
COc1ccc(S(=O)(=O)N(C)CC(=O)NCc2ccccn2)cc1Cl,0.0,8.4,0.9,-4.7
Brc1ccc(-c2nc3ccccn3c2Sc2ccccc2)cc1,0.3,2.0,-0.6,-53.1
COc1cc(OC)c(OC)cc1/C=N/NC(=S)NCCN1CCOCC1,0.2,7.8,1.1,14.0
O=c1[nH]c2ccc(S(=O)(=O)NCCCO)cc2[nH]1,1.9*,21.2,-0.2,5.4
COCCNC(=O)c1ccc2c(=O)n(Cc3ccco3)c(SCC(=O)Nc3ccc(OC)cc3OC)nc2c1,0.2,17.6,-0.4,7.9
O=C(COC(=O)C1CCCCC1)Nc1cccc(F)c1,0.2,10.6,0.9,3.4
COc1cccc(NC(=O)N(C2=NCCC2)c2cc(C)cc(C)c2)c1,-0.3,-4.5,-0.6,-12.3
COc1ccc(-c2nc3ccccc3c(=O)n2NCc2c(F)cccc2Cl)cc1,0.1,9.5,0.0,11.5
CCOC(=O)C1=C(C)N=c2s/c(=C\c3ccc(-c4cccc(C(=O)O)c4C)o3)c(=O)n2C1c1ccccc1 (stereo unspecified),-0.2,-5.6,1.8,-1.7
OC1CCCN(C(=S)Nc2ccc(SC(F)F)cc2)C1 (stereo unspecified),0.0,8.4,1.5,-11.3
CCOc1cc(C=C2C(=O)NC(=O)NC2=O)ccc1OCCOc1ccc(OC)cc1,0.1,-12.5,-1.1,12.8
COC(=O)c1cn(C(=O)CCCN2C(=O)c3ccccc3C2=O)c2ccccc12,-0.2,7.7,-1.6,-2.9
O=C(NCCc1nc(-c2ccncc2)n[nH]1)Nc1ccccc1,0.1,15.9,-1.1,-9.1
CCOC(=O)c1c(NC(=O)C2C3CCC(C3)C2C(=O)O)sc(C)c1C (stereo unspecified),-0.1,-11.2,0.0,0.1
CC(Oc1ccccc1)C(=O)Nc1ccccc1O (stereo unspecified),0.1,12.3,5.3*,-8.4
Cc1ccc2cc(CN(CCO)C(=O)NCc3ccccc3)c(=O)[nH]c2c1,0.7,1.1,0.9,-2.1
C=CCc1cc(OC)ccc1OCCCN1CCN(C)CC1,0.2,81.9*,-0.3,4.1
CC(CCc1ccccc1)NC(=O)c1n[nH]c2ccccc12 (stereo unspecified),0.1,-7.2,-0.8,-5.0
CC(Oc1ccccc1)C(=O)Nc1ccc2ccccc2c1 (stereo unspecified),0.1,-14.9,3.9,21.6
Cc1ccc(NC(=O)CSc2nc3ccccc3c(=O)n2CCCC(=O)NCc2ccco2)cc1Cl,0.0,2.0,-0.2,11.6
c1ccc2c(CN3CCc4nnc(C5CCCO5)n4CC3)ccnc2c1 (stereo unspecified),0.6,4.6,-0.4,-5.4
COc1ccccc1C(=O)N/N=C(\C)CC(=O)Nc1ccc2c(c1)OCCO2,0.7,10.5,-0.7,-31.7
O=C(N/N=C/C=N/NC(=O)c1ccncc1)c1ccncc1,-0.1,2.1,-0.5,-3.3
O=C(CSc1ncn(-c2ccccc2)n1)Nc1ccc2c(c1)OCO2,-0.1,-3.9,-2.3,0.6
Cc1nc2nc(-c3ccccc3)cn2nc1C,0.0,2.5,-6.7,24.9
Cc1c(Cl)c(-c2n[nH]c(=S)n2Cc2ccco2)nn1C,0.4,-5.5,-0.9,9.9
Cc1c(C(=O)N2CCCCCC2)c(-c2ccccc2)nn1-c1ccccc1,-0.1,4.7,-0.2,-10.9
C=CCn1c(=O)[nH]c(=O)c2c(N)c(C(=O)c3ccc(OC)cc3)sc21,-0.1,-1.4,2.0,-15.0
CCn1cnc2c(cnn2-c2ccc(Cl)cc2)c1=O,-0.1,-7.5,1.2,-46.2
CCCCn1c(CNC(=O)c2ccc(C)c([N+](=O)[O-])c2)nnc1SCC(=O)Nc1sc2c(c1C(=O)OCC)CCCC2,0.1,-4.5,2.7,9.1
COc1cccc(N2CCN(c3ncnc4c3cnn4-c3ccccc3)CC2)c1,-0.3,1.6,2.1,-0.8
Cc1ccc(CNC(=O)C23CCC(C)(C(=O)C2)C3(C)C)cc1 (stereo unspecified),0.1,6.3,1.4,-1.7
O=C(Cc1cccc2ccccc12)NCCc1ccccc1,0.0,0.8,0.7,-5.0
CC(C)(C)NS(=O)(=O)c1ccc(OCC(=O)Nc2ccc(F)c(Cl)c2)cc1,0.5,16.0,0.2,-0.2
C=CCSc1nnc(NC(=O)Cn2cnc3ccccc3c2=O)s1,0.1,10.0,-0.1,-1.6
Cc1ccc(-n2c(C)cc(C=C3C(=O)NC(=O)NC3=O)c2C)c(C)c1,-0.9,-5.6,-0.5,-0.7
CC1CCC2(CC1)NC(=S)c1c(sc3c1CCC(C)C3)N2 (stereo unspecified),-0.2,14.6,0.6,6.4
CCNc1nc(NCC)n2c(SCC(=O)Nc3cccc(F)c3)nnc2n1,0.2,-1.4,0.5,6.5
C/C(=N\NC(=O)c1ccoc1C)c1cccc2ccccc12,-0.1,2.2,-7.5,-30.2
CCOC(=O)COc1ccccc1C1CC(=O)Nc2c1ccc1ccccc21 (stereo unspecified),-0.2,9.6,-0.2,-2.5
CCN(CC(=O)NC(C)C)C(=O)[C@@H](NC(=O)c1ccc(Cl)c([N+](=O)[O-])c1)C(C)C,0.1,2.9,1.3,-6.1
O=C(c1cc(F)c(F)cc1[N+](=O)[O-])N1CCOCC1,-0.2,-0.6,0.0,-11.3
COc1ccc(OC)c(NC(=O)c2cc3cccc(OC)c3oc2=Nc2ccc(C(=O)O)cc2)c1,0.1,20.4,1.2,2.6
Clc1c(-c2ccccc2)nc2ccccn12,0.3,9.9,-4.3,-39.1
Cc1cc(=O)oc2cc(OCC(=O)OCC(=O)C(C)(C)C)ccc12,-0.1,4.9,2.0,4.7
COc1ccc(O[C@H]2C=C[C@@H](c3ccccc3)O[C@@H]2COC(=O)CC/C(C)=N/O[C@H](C)CN2CCCc3nc(C)c(C)cc32)cc1,0.1,-3.6,2.0,.
COc1cc2sc(=NC(=O)c3ccc(F)cc3)n(C)c2cc1OC,0.0,-2.0,-2.1,-4.4
CCOC(=O)N1CCN(C(=O)CSCc2ccc(C)cc2)CC1,0.0,-12.2,-0.1,-2.8
